Compound activity: PubChem, The Scripps Research Institute Molecular Screening Center
CHO-K1 Ca PAM – nonselective activator or artifact in parental CHO-K1 calcium assay; ATP EC20, Fluo-8 calcium fluorescence; 0% at ATP EC20, 100% at ATP max; activation, % at 3 µM; actives 0.02% (n = 360,000);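 active means activation above the run cutoff, the mean activation of all test compounds plus 3 SD, cut at about 40% in these data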;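 further: peak over basal fluorescence ratio in a 140 s read after ATP addition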
M1 ag parental – nonselective activator or artifact in parental CHO-K1 cells; Fluo-8 calcium fluorescence; scaled to maximal ATP response, vehicle zero; activation, % at 3 µM; actives 0.48% (n = 360,000); AID 602248; in the data active means activation above about 15%;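 further: untransfected CHO-K1 host cells lacking M1 receptor as counterscreen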
OXTR potentiator – potentiates the human oxytocin receptor response | P30559 | CHO-OTR cells, Fluo-8 calcium fluorescence, potentiator mode; 0% = oxytocin EC15, 100% = EC100 | activation, % at 3 µM | actives 0.061% (n = 320,000);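 active means activation above that plate's cutoff, the mean activation of tested compounds plus 3 SD, cut at about 6.6% in these data, passing the limit was not always enough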;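 further: 100% uses oxytocin at 75 nM as the full agonist control; some results filed as inactive read as strong as hits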
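Material: human OTR in CHO cells. Compound: 3.0 µM, one dose. Timing: compound 6 min at room temperature before oxytocin, 100 s read. Evaluation: % activation of max/min ratio relative to oxytocin controls. Replication: single well per compound, singlicate. Signal: Fluo-8 calcium dye fluorescence.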
V1aR counter – activates human V1a receptor in oxytocin agonist counter-screen; P37288; CHO-V1R cells, Fluo-8 calcium fluorescence, agonist mode; 0% DMSO, 100% 3 nM vasopressin; activation, % at 3 µM; actives 0.25% (n = 320,000);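 active means activation above the mean activation of all tested compounds plus 3 SD, per screening run, cut at about 20% in these data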;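 further: signal is peak over basal fluorescence ratio across a 100 second FLIPR read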
Target sequence (P37288 whole entry, looked up): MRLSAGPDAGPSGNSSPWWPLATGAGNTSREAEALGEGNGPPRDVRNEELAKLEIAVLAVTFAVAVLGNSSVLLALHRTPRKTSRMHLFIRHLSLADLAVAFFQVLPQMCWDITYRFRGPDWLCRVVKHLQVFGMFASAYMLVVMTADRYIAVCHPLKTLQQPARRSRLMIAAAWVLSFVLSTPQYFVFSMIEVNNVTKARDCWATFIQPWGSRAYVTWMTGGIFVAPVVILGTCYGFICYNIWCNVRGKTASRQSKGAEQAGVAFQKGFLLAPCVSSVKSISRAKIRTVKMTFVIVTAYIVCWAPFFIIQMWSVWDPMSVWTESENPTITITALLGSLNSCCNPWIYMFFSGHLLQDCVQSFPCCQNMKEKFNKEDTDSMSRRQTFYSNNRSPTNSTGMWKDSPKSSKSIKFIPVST
CHO parental Ca – counter-screen: ATP calcium response change in parental CHO cells | parental CHO-K1, ATP-induced calcium, Fluo-8 fluorescence | inhibition, % at 5.6 µM | actives 0.63% (n = 330,000) | AID 463079;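 active means inhibition above that plate's mean sample inhibition plus 3 SD, cut at about 26% in these data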;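 further: 0% = ATP-challenged DMSO wells and 100% = DMSO wells without ATP; some compounds past the cut are filed as inactive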
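Measured by: calcium-sensitive Fluo-8 fluorescence / Test system: CHO parental line / Controls: ATP-challenged DMSO wells low, unchallenged DMSO wells high / Measure: % inhibition / Compound: single nominal dose of 5.6 µM per compound / Replicates: single well per compound, no replicates / Reagent: ATP as calcium-mobilizing challenge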
GPR7 antag – blocks human GPR7 receptor signaling; P48145; AID 1861; inhibition, % at 4.4 µM; actives 1.1% (n = 290,000); GPR7-expressing cells, fluorescence antagonist assay; in the data active means inhibition above about 16%, passing the limit was not always enough;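 further: cells stimulated with the agonist NPW; 0% = agonist with vehicle and 100% = vehicle without agonist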
Target sequence (P48145 whole entry, looked up): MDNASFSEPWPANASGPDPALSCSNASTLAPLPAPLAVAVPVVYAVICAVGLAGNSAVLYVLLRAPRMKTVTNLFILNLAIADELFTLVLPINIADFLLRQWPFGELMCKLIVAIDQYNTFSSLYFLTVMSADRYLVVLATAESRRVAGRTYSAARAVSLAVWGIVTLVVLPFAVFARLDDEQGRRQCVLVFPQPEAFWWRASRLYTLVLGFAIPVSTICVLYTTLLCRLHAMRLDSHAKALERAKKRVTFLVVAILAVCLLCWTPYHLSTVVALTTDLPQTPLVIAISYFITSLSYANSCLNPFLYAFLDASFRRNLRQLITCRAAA
TAAR1 antagonist – antagonists of human TAAR1; Q96RJ0; actives 1.5% (n = 360,000); CHO RD-HGA16 TAAR1, Fluo-8 calcium fluorescence, antagonist; inhibition, % at 3 µM;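 active means inhibition above a per-plate cutoff, the mean inhibition of test compounds on that plate plus 3 SD, cut at about 49% in these data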;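 further: 0% = DMSO plus EC80 beta-PEA response and 100% = DMSO alone without agonist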
Target sequence (Q96RJ0 whole entry, looked up): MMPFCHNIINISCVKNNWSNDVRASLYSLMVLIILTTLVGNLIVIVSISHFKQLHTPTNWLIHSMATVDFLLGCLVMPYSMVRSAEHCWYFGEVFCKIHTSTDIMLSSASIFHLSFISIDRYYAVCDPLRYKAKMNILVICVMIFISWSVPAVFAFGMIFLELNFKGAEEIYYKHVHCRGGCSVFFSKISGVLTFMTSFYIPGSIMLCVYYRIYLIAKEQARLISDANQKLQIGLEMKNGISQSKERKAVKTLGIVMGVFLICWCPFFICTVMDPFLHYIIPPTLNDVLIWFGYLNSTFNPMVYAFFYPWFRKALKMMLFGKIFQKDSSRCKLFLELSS
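Assay system: CHO-derived RD-HGA16 cells stably expressing human TAAR1 plus Gα16. Timing: 140 s kinetic read after compound, 140 s after agonist. Technique: kinetic Fluo-8 calcium fluorescence measurement. Measure: % inhibition of agonist calcium response.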
OXTR agonist – activates the human oxytocin receptor. P30559. CHO-OTR cells, Fluo-8 calcium fluorescence; normalized: DMSO 0%, oxytocin 100%. activation, % at 3 µM. actives 0.32% (n = 320,000). AID 2435;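 active means activation above the mean of all tested compounds plus 3 SD, cutoff set per screening run, cut at about 20% in these data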;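 further: peak over basal fluorescence ratio from a 100 s FLIPR kinetic read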
CHO-K1 Ca antag – counter-screen for M1 antagonists: effect in parental CHO-K1 cells; ATP-induced calcium, Fluo-8 fluorescence; inhibition, % at 3 µM; actives 0.6% (n = 360,000); AID 602250;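 active means inhibition above a per-plate cutoff, the plate's mean sample inhibition plus 3 SD, cut at about 24% in these data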;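 further: 0% = DMSO plus EC80 ATP and 100% = DMSO alone without ATP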
* = called active by the depositor; . = no result given.

Codes – A = CHO-K1 Ca PAM; B = M1 ag parental; C = OXTR potentiator; D = V1aR counter; E = CHO parental Ca; F = GPR7 antag; G = TAAR1 antagonist; H = OXTR agonist; I = CHO-K1 Ca antag
CCCCc1nc2ccccc2c(NC(=O)CNC(C)(C)C)c1CCC
  A: 16; B: 0.0; C: 2; D: -0.2; E: -13; F: -8; G: 7; H: -0.2; I: -5

CCCCCCN1C[C@H](O)[C@@H](n2cc(-c3ccc(F)cc3)nn2)C[C@@H]1c1ccc(Cl)cc1
  A: 10; B: 0.1; C: .; D: .; E: .; F: .; G: 10; H: .; I: -9

CCOC(=O)c1nnn(-c2nc(N3CCCC3)nc(N3CCCC3)n2)c1-c1ccccc1
  A: 1; B: 0.1; C: -1; D: -0.4; E: 1; F: -4; G: 18; H: -1.4; I: -7

CC(=O)c1c(C)nc(-c2ccccc2)nc1NC(=O)C(C)C
  A: -8; B: 0.2; C: -22; D: 0.2; E: 8; F: 0; G: 13; H: -0.5; I: 17

CCCC(CCC)C(=O)Nc1ccc2c(c1)N(C(=O)CN1CCN(C)CC1)c1ccccc1CC2
  A: -2; B: 0.5; C: -2; D: 0.8; E: -16; F: 58*; G: 8; H: -0.7; I: -13

Nn1c(=S)[nH]c2sc3c(c2c1=O)CCCC3
  A: 2; B: 5.7; C: -1; D: -0.9; E: -7; F: .; G: -49; H: -3.0; I: -7

Cc1cc(N/C(=N/S(=O)(=O)c2ccc(F)cc2)c2ccccc2)n(-c2ccccc2)n1
  A: 3; B: 1.0; C: -11; D: -1.4; E: -9; F: -10; G: 12; H: -2.0; I: -17

CCN1CCN(C(=O)c2ccc(CS(=O)(=O)Cc3ccccc3C)o2)CC1
  A: -9; B: 0.2; C: -2; D: 0.5; E: 4; F: -15; G: -20; H: 0.7; I: 11

O=C1CC(N2CCN(c3ccccc3)CC2)C(=O)N1c1ccc(Cl)cc1 (stereo not drawn)
  A: 0; B: 0.0; C: -12; D: 1.5; E: 7; F: 0; G: -12; H: 0.2; I: 4

CC1(C)NC(=O)N(CC(=O)OCC(=O)Nc2cc(S(=O)(=O)N3CCCCCC3)ccc2Cl)C1=O
  A: 8; B: 3.1; C: -2; D: 1.4; E: -2; F: -13; G: 12; H: 0.7; I: -2

Carrying on.
Codes – A = CHO-K1 Ca PAM; B = M1 ag parental; C = OXTR potentiator; D = V1aR counter; E = CHO parental Ca; F = GPR7 antag; G = TAAR1 antagonist; H = OXTR agonist; I = CHO-K1 Ca antag
C=CCn1c(-c2ccncc2)n[nH]c1=S
  A: -10; B: -0.4; C: 2; D: 1.9; E: -4; F: 11; G: 2; H: 0.8; I: 12

Cc1nnsc1SC(C)C(=O)O (stereo not drawn)
  A: 10; B: 0.1; C: -8; D: 0.2; E: 9; F: 1; G: 8; H: -0.3; I: 1

COc1cc(C)c(C(C)C)cc1S(=O)(=O)NC1CC(C)(C)NC(C)(C)C1
  A: -13; B: 5.3; C: 0; D: 0.5; E: -8; F: 4; G: -11; H: 1.0; I: 23

CC(C)(C)S(=O)N1Cc2cc(C(=O)NCc3ccc4c(c3)OCO4)nc(-c3cccc(-c4ccccc4)c3)c2[C@@H]1CCO (stereo partly drawn)
  A: 6; B: 3.1; C: .; D: .; E: .; F: .; G: 27; H: .; I: 18

CCOc1cc(S(=O)(=O)NCc2ccccc2)ccc1F
  A: 9; B: 1.9; C: -16; D: 3.2; E: -8; F: -12; G: -4; H: 3.1; I: -9

COc1ccc(CN2CCC(n3nccc3NC(=O)C3CC3)CC2)cc1O
  A: -8; B: 0.0; C: -4; D: 0.6; E: -2; F: -12; G: -6; H: 0.1; I: 5

CCOCC(=O)Nc1nc2ccc(C)cc2s1
  A: -2; B: 0.2; C: -6; D: 1.6; E: -4; F: -2; G: 6; H: 1.7; I: -2

O=C(NNC(=O)c1ccc(Cl)cc1Cl)c1ccncc1
  A: 12; B: 0.3; C: 4; D: 1.1; E: -11; F: -3; G: 3; H: 0.3; I: -4

CS(=O)(=O)N(Cc1ccc(C(=O)NN=C2CCCCCC2)cc1)c1ccccc1
  A: -7; B: 3.2; C: -7; D: 0.8; E: -5; F: 4; G: -3; H: -1.6; I: -1

CCCOc1ccc(S(=O)(=O)N2CCOCC2)cc1[N+](=O)[O-]
  A: -5; B: 0.4; C: -1; D: 0.0; E: 2; F: -5; G: -16; H: -1.5; I: -15

Next compounds:
Codes – A = CHO-K1 Ca PAM; B = M1 ag parental; C = OXTR potentiator; D = V1aR counter; E = CHO parental Ca; F = GPR7 antag; G = TAAR1 antagonist; H = OXTR agonist; I = CHO-K1 Ca antag
CCCc1nc2n[nH]c(N)c2c2c1CCC2
  A: 16; B: 3.1; C: -16; D: 0.7; E: -6; F: -13; G: -2; H: 0.0; I: 4

O=C(O)c1cc(-c2c[nH]c3ccccc23)nc2cc3ccccc3cc12
  A: 15; B: 0.6; C: -6; D: 2.8; E: -6; F: -8; G: -23; H: -0.2; I: -2

Cc1cc(C)cc(OCCN2CCOCC2)c1
  A: 10; B: 0.3; C: -3; D: 0.0; E: -11; F: -7; G: -7; H: -0.6; I: -6

Cc1cc(C)c2[nH]c(=O)c(C(c3nnnn3C(C)(C)C)N3CCN(C(=O)c4ccco4)CC3)cc2c1 (stereo not drawn)
  A: 0; B: -0.1; C: 2; D: 1.0; E: -15; F: -3; G: 9; H: 0.0; I: -8

Cc1ccc(NC(=O)CN2C(=O)S/C(=C\c3ccc(-c4cccc(C(=O)O)c4C)o3)C2=O)cc1
  A: .; B: .; C: -1; D: -0.5; E: 0; F: -6; G: .; H: 0.5; I: .

COc1ccccc1-c1sc2ccccc2c1-c1cnc(N2CCOCC2)nc1
  A: 10; B: 1.2; C: .; D: .; E: .; F: .; G: -16; H: .; I: -14

NC1=NC(=O)C2(COC(c3ccncc3)OC2)S1 (stereo not drawn)
  A: -1; B: 0.1; C: -18; D: 1.2; E: 2; F: 5; G: -5; H: -1.2; I: 3

O=C(Nc1nccs1)c1cn2ccccc2n1
  A: 3; B: 1.1; C: 2; D: -0.7; E: -8; F: -6; G: -21; H: 0.5; I: -10

Cc1cc(C)c(OCC(=O)OCCNC(=O)c2cccnc2)c(C)c1
  A: -5; B: 0.7; C: -3; D: -0.2; E: -6; F: -7; G: 6; H: -1.9; I: 13

CCOC(=O)C1Sc2ccccc2NC1=O (stereo not drawn)
  A: 9; B: 0.3; C: -12; D: 3.9; E: -14; F: 0; G: -5; H: 0.1; I: -1

Rewritten as tab-separated lines: 2 of the compounds above.
Molecule	CHO-K1 Ca PAM	M1 ag parental	OXTR potentiator	V1aR counter	CHO parental Ca	GPR7 antag	TAAR1 antagonist	OXTR agonist	CHO-K1 Ca antag
Cc1ccc(NC(=O)CN2C(=O)S/C(=C\c3ccc(-c4cccc(C(=O)O)c4C)o3)C2=O)cc1	.	.	-1	-0.5	0	-6	.	0.5	.
COc1ccccc1-c1sc2ccccc2c1-c1cnc(N2CCOCC2)nc1	10	1.2	.	.	.	.	-16	.	-14

Of the compounds above, these have a thiophene ring, fused or not:
Codes – A = CHO-K1 Ca PAM; B = M1 ag parental; C = OXTR potentiator; D = V1aR counter; E = CHO parental Ca; F = GPR7 antag; G = TAAR1 antagonist; H = OXTR agonist; I = CHO-K1 Ca antag
Nn1c(=S)[nH]c2sc3c(c2c1=O)CCCC3
  A: 2; B: 5.7; C: -1; D: -0.9; E: -7; F: .; G: -49; H: -3.0; I: -7

COc1ccccc1-c1sc2ccccc2c1-c1cnc(N2CCOCC2)nc1
  A: 10; B: 1.2; C: .; D: .; E: .; F: .; G: -16; H: .; I: -14

(list continues)
Codes – A = CHO-K1 Ca PAM; B = M1 ag parental; C = OXTR potentiator; D = V1aR counter; E = CHO parental Ca; F = GPR7 antag; G = TAAR1 antagonist; H = OXTR agonist; I = CHO-K1 Ca antag
COCc1cc(C)nc(N2CCCCC2)c1C#N
  A: 35; B: 1.1; C: -2; D: -0.8; E: -7; F: 7; G: -16; H: -1.1; I: -29

Cc1nn(CC(=O)Nc2ccc(N3CCOCC3)cc2)c(C)c1Cl
  A: 6; B: 3.1; C: -1; D: 9.8; E: 1; F: -13; G: -18; H: 2.1; I: -9

S=C(Nc1cccnc1)N1CCc2ccccc21
  A: 14; B: -0.6; C: 4; D: 0.6; E: -14; F: 8; G: -7; H: 0.2; I: -6

Cn1c2c(c(=O)n(C)c1=O)C(c1ccccc1Cl)CC(=O)N2 (stereo not drawn)
  A: 24; B: 0.0; C: -7; D: -1.4; E: -1; F: -6; G: -5; H: -0.9; I: 2

O=C(CN1C(=O)NC2(CCCCC2)C1=O)Oc1ccc2c(C(F)(F)F)cc(=O)oc2c1
  A: -6; B: 4.0; C: -9; D: 5.7; E: 2; F: .; G: -6; H: 6.4; I: 4

N#CCSc1nc2c(c(C3CC=CCC3)c1C#N)CCC2 (stereo not drawn)
  A: 8; B: -0.2; C: -3; D: -0.5; E: -11; F: -10; G: 16; H: -1.6; I: 0

O=C(/C=C/c1ccccc1)NCCSCc1ccccc1
  A: 11; B: 0.9; C: 0; D: -0.5; E: -16; F: -7; G: 8; H: -2.0; I: 2

CN(CCCN1c2ccccc2CCc2ccccc21)CC(=O)c1ccc(Cl)cc1
  A: .; B: .; C: -8; D: -0.8; E: -24; F: .; G: .; H: -1.3; I: .

OC(CNC1CCCC1)COc1c(F)cc(Br)cc1F (stereo not drawn)
  A: 4; B: 0.2; C: -6; D: 1.8; E: -1; F: 0; G: -13; H: 2.0; I: 1

COc1ccccc1-c1ccc(SCc2ccc(C)cc2)nn1
  A: 2; B: 0.1; C: 0; D: 0.6; E: -9; F: -4; G: 5; H: -0.2; I: -8

Cc1cccc(NC(=S)N/N=C2/CCCCc3ccccc32)c1
  A: -1; B: -0.4; C: -6; D: -0.8; E: -8; F: -9; G: 0; H: -1.0; I: 7

Cc1nn(-c2ccc(C(=O)O)cc2)c2c1C(=O)CC(C)(C)C2
  A: 16; B: 1.1; C: -5; D: 0.9; E: -1; F: -3; G: -30; H: 1.1; I: -5

Cc1cc(NC(=O)CSc2nnc(-c3ccc(O)cc3)o2)no1
  A: 15; B: 1.1; C: -3; D: 0.7; E: 13; F: -14; G: -9; H: 1.7; I: -12

3 entries out of the list above, sorted by their value in OXTR potentiator, largest number first.
| molecule | OXTR potentiator | GPR7 antag | TAAR1 antagonist |
| --- | --- | --- | --- |
| COc1ccccc1-c1ccc(SCc2ccc(C)cc2)nn1 | 0 | -4 | 5 |
| OC(CNC1CCCC1)COc1c(F)cc(Br)cc1F (stereo not drawn) | -6 | 0 | -13 |
| O=C(CN1C(=O)NC2(CCCCC2)C1=O)Oc1ccc2c(C(F)(F)F)cc(=O)oc2c1 | -9 | . | -6 |
